p53ts 39C tox: qHTS Screen for Compounds that Selectively Target Cancer Cells with p53 Mutations: Cytotoxicity of p53ts Cells at the Nonpermissive Temperature; H1299-p53A138V viability at 39C, ATP luminescence, 24 h; Potency, µM (doses to about 46.1 µM), inactives show at the top dose activity change, negative = cell killing, actives largely listed as cytotoxic; hit rate 1.5% among 130,000; AID 902, 2007; further: nearly all actives have a fitted effect of over 55% in size
IkB sig inh: IkB Signaling; ABC-DLBCL IkBa-CBG/CBR dual luciferase ratio, 4 h; response scale: scaled: untreated 0%, proteasome inhibitor 100%; Potency, µM (doses to about 57.1 µM), for the others: top-dose IkBa stabilization activation; hit rate 0.04% among 110,000; AID 445, 2006; active means well fitted curve in the direction sought with a large enough effect in the signal ratio, not every such curve was filed as active; inconclusive means small, poorly fitted or top-dose-only effect, or a change in a side signal; the % refers to the signal ratio;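 further: the direction sought is a rising ratio; 0% = basal untreated cells and 100% = reference inhibitor full response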
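In this assay, an IκBα–CBG68 fusion accumulates when IKK-driven degradation is blocked; native CBR normalizes for cell number. OCI-Ly3 cells were treated 4 h with compound and doxycycline, then green and red light read after Chroma-Glo addition.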
Peg3 imprint: qHTS Assay for Compounds that Induce Erasure of Genomic Imprints; mouse ES Peg3-LacZ reporter, beta-gal luminescence, 40 h; Potency, µM (titrated, usually from 60.7 µM), for inactives: at the top dose activity change, positive = activation, usual class: activators; hit rate 0.02% among 110,000;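 further: 0% = negative control wells on the plate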
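Readout: BetaGlo luminescence (5 min, room temp) for LacZ from the normally silent maternal Peg3 allele in female Peg3LacZ-Neo ES cells. Cells 300/well, 40 h, 37C, 5% CO2. Data normalized per plate to negative controls.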
p53ts 32C tox: qHTS Screen for Compounds that Selectively Target Cancer Cells with p53 Mutations: Cytotoxicity of p53ts Cells at the Permissive Temperature. H1299-p53A138V at 32C, ATP luminescence viability, 24 h. Potency, µM (highest dose often 46.1 µM), without a hit: at the highest dose activity change, negative = cytotoxicity, usual class: cytotoxic. hit rate 0.93% among 130,000;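 further: 0% = DMSO and -100% = full killing by reference compound; nearly all actives have a fitted effect of over 55% in size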
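H1299-p53 A138V cells (temperature-sensitive p53) exposed 24 h to up to 46 uM compound at 32C, where p53 is wild-type in conformation. Viability read as ATP luminescence and normalised to DMSO and 100 uM tamoxifen. AC50 fitted with the Hill equation.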
Active calls of the source: *; ? = inconclusive; / = not tested or not shown; [ ] = another dose, or the depositor's remark. Unless noted, the call rests on the fitted dose curve; in most records, active means well fitted curve in the direction sought with a large enough effect; inconclusive means small, poorly fitted or top-dose-only effect, or another doubt; inactive means no such curve, though single readings can be large; an effect the other way counts as inactive or inconclusive. Unless noted, on the % scale 0 is the no-effect control and ±100 the full control effect; potency means the concentration at half of the fitted maximal effect.

nr	smiles	p53ts 39C tox	IkB sig inh
1	CCCCCCCC(=O)OCC(COC(=O)CCCCCCC)OC(=O)CCCCCCC	-9%	-0.3%
2	Cc1nnc(N2CCC(C(=O)NC3CCCCC3)CC2)c2nn(-c3ccccc3)c(C)c12	3%	-2.7%
3	CC(=O)Nc1cccc(NC(=O)C2CCCN2C(=O)Nc2ccc(C)cc2)c1 (configuration not stated)	-1%	0.7%
4	Cc1cc(=O)[nH]c(/N=C(/NC(=O)c2ccccc2)Nc2ccc3c(c2)OCCO3)n1	9%	3.2%
5	COc1ccc2c(Sc3ccccc3)c(C(=O)N3CCC(C)CC3)[nH]c2c1	5%	-0.9%
6	Cc1nnc(NC(=O)CSc2nnc(Cc3cccn3C)n2C)s1	13%	-0.1%
7	COc1ccc2c(Sc3ccc(C)cc3)c(C(=O)NCC(C)c3ccccc3)[nH]c2c1 (configuration not stated)	-12%	?
8	Cc1ccc(N2CCN(CC(O)COC3CCCCC3)CC2)cc1 (configuration not stated)	3%	1.2%
9	O=S(=O)(c1ccc(NC2CCCCC2)cc1)N1CCOCC1	6%	3.1%
10	COCCNC(=O)C1=CC(c2ccc3c(c2)OCO3)=NS(=O)(=O)N1C	-7%	-0.8%

nr	Peg3 imprint	p53ts 32C tox
1	2%	10%[1.84 µM]
2	-2%[10.9 µM]	3%
3	-3%	5%
4	-8%	-2%
5	-2%[10.9 µM]	-2%
6	-18%	5%
7	-10%[10.9 µM]	-5%
8	-1%	8%
9	-12%	6%
10	-11%[10.9 µM]	-2%

Along the list, quoted from above.
p53ts 32C tox, compounds 2 to 8, in order: 3%, 5%, -2%, -2%, 5%, -5%, 8%
p53ts 39C tox, compounds 2 to 8, in order: 3%, -1%, 9%, 5%, 13%, -12%, 3%
IkB sig inh, compounds 2 to 8, in order: -2.7%, 0.7%, 3.2%, -0.9%, -0.1%, ?, 1.2%

Remaining list, next part.
nr	smiles	p53ts 39C tox	IkB sig inh
11	COc1ccc(C2CC(=O)N(Cc3cccc(F)c3)c3ccccc3S2)cc1 (configuration not stated)	-14%	?
12	COc1ccc2c(Cc3c4ccccc4cc4ccccc34)cncc2c1O	-5%[9.22 µM]	?
13	c1ccc2c(c1)nc1n2CN(Cc2ccc3c(c2)OCO3)CN1	3%	2.5%
14	COc1ccc(OCC(=O)N2CC3(C)CC2CC(C)(C)C3)cc1 (configuration not stated)	3%	3.8%
15	CC(=O)c1c(C)n(-c2ccc(N(C)C)cc2)c2ccc(OCC(N)=O)cc12	-1%	2.6%
16	CC(C)CCNC(=O)CN(CC1CCCO1)C(=O)CCC(=O)Nc1ccccn1 (configuration not stated)	-6%	-0.1%
17	CN(C)C(=O)N1CCCC(C(=O)NCc2ccccc2Cl)C1 (configuration not stated)	-6%	1.1%
18	CCc1c(C)nc(Nc2nc(C)c3cc(OC)ccc3n2)[nH]c1=O	-9%	?
19	COc1c(Cl)cc(C(=O)Nc2cc(-c3nc4ccccc4[nH]3)ccc2C)cc1Cl	-14%	?
20	CNC(=O)CN1C(=O)CSc2ncccc21	-7%	-0.3%

nr	Peg3 imprint	p53ts 32C tox
11	-15%[10.9 µM]	18%
12	-17%[10.9 µM]	10%[9.22 µM]
13	-30%	2%
14	-13%	0%
15	-17%	1%
16	-5%	2%
17	-21%	4%
18	-3%	-4%
19	-13%[10.9 µM]	22%
20	-12%	-6%

More records:
nr	smiles	p53ts 39C tox	IkB sig inh
21	COc1cccc(NC(=O)CN(C)S(=O)(=O)c2cccs2)c1	8%	?
22	Cc1ccc(S(=O)(=O)c2nnn3c2nc(NCc2cccs2)c2sccc23)cc1	-10%	-1.3%
23	O=C(CSc1nc2c([nH]c3ccccc32)c(=O)n1-c1cccc(Cl)c1)N1CCCC1	-22%	-2.6%
24	Cc1ccc(OCCN2CCCCCC2)c(C)c1	4%	-2.7%
25	NC(=O)C1CCN(CC(=O)N2c3ccccc3CCc3ccccc32)CC1	-8%	0.9%
26	Cc1nn(CC(=O)NCc2ccc(OC(C)C)cc2)c(=O)c2c(C)n(-c3ccc(Cl)cc3)nc12	-19%	?
27	CC(=O)NS(=O)(=O)c1ccc(NC(=O)c2ccccc2F)cc1	3%	-0.4%
28	Cc1ccc(Nc2nc(OC(C(F)(F)F)C(F)(F)F)nc(N3CCOCC3)n2)cc1	7%	0.0%
29	N#CCC(=O)Nc1sc2c(c1C(N)=O)CCCC2	11%	8.0%
30	Cc1cc(C(=O)NCc2cccc(Br)c2)c2c(C)nn(-c3ccccc3)c2n1	-11%	-2.7%

nr	Peg3 imprint	p53ts 32C tox
21	-8%[10.9 µM]	-16%
22	-14%[10.9 µM]	-7%
23	?	11%
24	15%	-12%
25	4%	0%
26	-10%[10.9 µM]	-22%
27	0%	-2%
28	-8%	6%
29	-7%	13%
30	5%[10.9 µM]	1%

Remaining list, next part.
nr	smiles	p53ts 39C tox	IkB sig inh
31	Nn1c(SCC(=O)Nc2ccc(F)cc2)nnc1C1CCCCC1	3%	9.0%
32	O=C(NCc1ccco1)c1ccc(Br)s1	-1%	/
33	O=C(NCc1cccc(Cl)c1)c1ccc2c(c1)OCO2	-7%	-0.2%
34	CCc1cccc(C)c1Nc1c(-c2ccc(SC)cc2)nc2sccn12	-23%	5.3%
35	COC(=O)c1c(C)cc(OC(C)=O)c(C)c1OC(C)=O	5%	1.4%
36	CCc1nc(N2CCCC(C)C2)c2oc3ccccc3c2n1 (configuration not stated)	-11%	2.0%
37	CCc1ccc(NC(=O)CSc2ccc3nnc(CCNS(=O)(=O)c4ccc(OC)cc4)n3n2)cc1	-9%	-2.0%
38	COc1ccc(NC(=O)c2sc3nc[nH]c(=O)c3c2C)cc1OC	46%[activator]	-2.8%
39	O=C(c1ccncc1)N1CCC2(CCN(Cc3cc(C(F)(F)F)cc(C(F)(F)F)c3)CC2)CC1	-10%	-1.3%[11.4 µM]
40	COc1cccc(Oc2nc3ncn(Cc4ccccc4)c3c(=O)n2C)c1	3%	-0.8%

nr	Peg3 imprint	p53ts 32C tox
31	12%	0%
32	/	4%
33	-6%	-5%
34	-16%[10.9 µM]	4%
35	-2%	13%
36	-11%	4%
37	-13%[10.9 µM]	0%
38	-18%[10.9 µM]	7%
39	/	-2%
40	2%	-3%

Further records.
nr	smiles	p53ts 39C tox	IkB sig inh
41	Cc1[nH]n(-c2ccc(Cl)cc2)c(=O)c1/C=N/n1c(C)nc2ccccc2c1=O	-24%	/
42	O=C(N1CCCC1)n1c(Cc2ccccc2)nc2ccccc21	10%	-5.0%
43	c1nc(NCC2(N3CCOCC3)CCCCC2)c2ccsc2n1	15%	0.4%
44	Cc1ccc(CNC(=O)C2CCN(S(=O)(=O)c3c(C)noc3/C=C/c3cccs3)CC2)cc1	18%	0.4%
45	Cc1oc(-c2cccc(Cl)c2)nc1CN1CCC(C(=O)NCCc2ccc(Cl)cc2)CC1	?	?
46	COC(=O)[C@@]1(Cc2ccc(OC)cc2)[C@H]2c3cc(C(=O)N4CCCC4)n(Cc4ccc(S(C)(=O)=O)cc4)c3C[C@H]2CN1C(=O)c1ccccc1	-14%	/
47	C[C@H](CCC(=O)O)[C@H]1CC[C@@H]2[C@H]3[C@@H](C[C@@H](O)[C@]21C)[C@]1(C)CC[C@H](O)C[C@@H]1C[C@@H]3O	3%[9.22 µM]	0.3%[11.4 µM]
48	CCOC(=O)c1noc2ncnc(Nc3ccc(C)c(F)c3)c12	18%	-4.1%
49	CCOC(=O)CNC(=O)Nc1cc(C(=O)NCc2cccc(F)c2)ccc1N1CCCC1	-23%	0.7%
50	c1ccc(C2CC(c3cccs3)n3nnnc3N2)cc1 (configuration not stated)	2%	3.4%

nr	Peg3 imprint	p53ts 32C tox
41	/	?
42	-12%	-1%
43	-16%	4%
44	22%[10.9 µM]	7%
45	-11%[10.9 µM]	-6%
46	-3%	-1%
47	7%[10.9 µM]	7%[9.22 µM]
48	-9%[10.9 µM]	8%
49	12%[10.9 µM]	-4%
50	-10%	-6%

Some of the entries so far, screen by screen:
40) COc1cccc(Oc2nc3ncn(Cc4ccccc4)c3c(=O)n2C)c1
41) Cc1[nH]n(-c2ccc(Cl)cc2)c(=O)c1/C=N/n1c(C)nc2ccccc2c1=O
42) O=C(N1CCCC1)n1c(Cc2ccccc2)nc2ccccc21
43) c1nc(NCC2(N3CCOCC3)CCCCC2)c2ccsc2n1
44) Cc1ccc(CNC(=O)C2CCN(S(=O)(=O)c3c(C)noc3/C=C/c3cccs3)CC2)cc1
45) Cc1oc(-c2cccc(Cl)c2)nc1CN1CCC(C(=O)NCCc2ccc(Cl)cc2)CC1
46) COC(=O)[C@@]1(Cc2ccc(OC)cc2)[C@H]2c3cc(C(=O)N4CCCC4)n(Cc4ccc(S(C)(=O)=O)cc4)c3C[C@H]2CN1C(=O)c1ccccc1
Screen / compound no.	40	41	42	43	44	45	46
p53ts 39C tox	3%	-24%	10%	15%	18%	?	-14%
IkB sig inh	-0.8%	/	-5.0%	0.4%	0.4%	?	/
Peg3 imprint	2%	/	-12%	-16%	22%[10.9 µM]	-11%[10.9 µM]	-3%
p53ts 32C tox	-3%	?	-1%	4%	7%	-6%	-1%

47) C[C@H](CCC(=O)O)[C@H]1CC[C@@H]2[C@H]3[C@@H](C[C@@H](O)[C@]21C)[C@]1(C)CC[C@H](O)C[C@@H]1C[C@@H]3O
48) CCOC(=O)c1noc2ncnc(Nc3ccc(C)c(F)c3)c12
49) CCOC(=O)CNC(=O)Nc1cc(C(=O)NCc2cccc(F)c2)ccc1N1CCCC1
50) c1ccc(C2CC(c3cccs3)n3nnnc3N2)cc1 (configuration not stated)
Screen / compound no.	47	48	49	50
p53ts 39C tox	3%[9.22 µM]	18%	-23%	2%
IkB sig inh	0.3%[11.4 µM]	-4.1%	0.7%	3.4%
Peg3 imprint	7%[10.9 µM]	-9%[10.9 µM]	12%[10.9 µM]	-10%
p53ts 32C tox	7%[9.22 µM]	8%	-4%	-6%

(list continues)
nr	smiles	p53ts 39C tox	IkB sig inh
51	CCOC(=O)c1ccccc1NC(=O)CSc1nnc(COc2ccccc2)n1CC	-5%	?
52	CCOC(=O)c1c(C)[nH]c(C)c1S(=O)(=O)NCC(=O)Nc1cccc(Cl)c1	-22%	?
53	COC(=O)c1ccc(-c2nc3cc(NC(C)=O)ccc3o2)cc1	-4%	2.3%
54	COc1ccccc1NC(=O)CN1C(=O)c2ccccc2Sc2ccc(C(=O)N3CCCC3)cc21	-20%	12%
55	COc1cccc(N2CCN(C(=O)c3ccc(NC(=O)c4nsc5ccccc45)cc3)CC2)c1	-23%	?
56	Cc1cc(O)c(C(C)C)cc1NS(=O)(=O)c1ccccc1	-5%	8.1%
57	C=CCCCCCCCCCCCC(O)CC(O)COC(C)=O (configuration not stated) (tested in a mixture with another compound)	-6%	/
58	COc1ccc(-c2nc(C)c(CCNC(=O)C(=O)Nc3c(C)cccc3C)s2)cc1OC	?	4.0%
59	CS(=O)(=O)N1CCN(C(=O)Cc2cccs2)CC1	1%	3.1%
60	CCOC(=O)c1cnc2ccc(OC)cc2c1NCCc1ccccc1	?	?

nr	Peg3 imprint	p53ts 32C tox
51	-14%	8%
52	-4%[10.9 µM]	0%
53	-6%[10.9 µM]	-11%
54	8%[10.9 µM]	8%
55	-15%[10.9 µM]	-11%
56	4%	3%
57	-18%	3%
58	-12%[10.9 µM]	-1%
59	-5%	2%
60	-20%[10.9 µM]	3%

Next part
nr	smiles	p53ts 39C tox	IkB sig inh
61	COC(=O)c1cc(COc2ccc3oc(C)c(C(=O)OC)c3c2)c(C)o1	-13%	?
62	CCc1ccc(-c2nnn(CCC(=O)OC)n2)cc1	-1%	-0.8%
63	CC(C)CC(NS(=O)(=O)c1ccc2c(c1)oc(=O)n2C)C(=O)NC1CCCc2ccccc21 (configuration not stated)	-1%	5.2%
64	COc1ccc2[nH]c(=O)c(CN(Cc3cccs3)Cc3nnnn3C(C)(C)C)cc2c1	-1%	?
65	Cc1ccc(CNC(=O)Cc2coc3cc(C)cc(C)c23)cc1	-20%	?

nr	Peg3 imprint	p53ts 32C tox
61	-18%	2%
62	/	3%
63	-11%	5%
64	-9%	9%
65	10%[10.9 µM]	-21%
